Caspase-7 inhib: blocks human caspase-7 allosterically or competitively; AID 889; 75,000 compounds, 0.02% hits; P55210; Potency, µM (top dose mostly 57.5 µM), without a hit: at the highest dose activity change, negative = inhibition, actives largely listed as inhibitors; recombinant caspase-7, Ac-DEVD-AFC fluorescence rate; active = well fitted inhibition curve with a large enough effect in the main read-out, with a control signal flat, not every such curve was filed as active; inconclusive = small, poorly fitted or top-dose-only effect, or a change in a side signal; also: potency is read from the fitted curve at half-maximal effect; % of control where 0% means no effect
A350 autofl: compounds fluorescent in Alexa 350 spectral region. 59,000 compounds, 11% hits. max dye-equivalent concentration, M. Compound autofluorescence, 340/450 nm, Alexa 350 dye-equivalents; hits give high values; in the data active = max dye-equivalent concentration above about 10 nM; inconclusive = mostly about 1.1 nM to 9.6 nM
HEK293 cAMP cs: raises cAMP in parental HEK293 cells, TSHR agonist counter-screen. parental HEK293 CNG cAMP sensor, membrane potential fluorescence. 73,000 compounds, 2.5% hits. Potency, µM (series often up to 57.1 µM), inactives show at the highest dose activation, actives largely listed as activators. AID 938; also: potency is read from the fitted curve at half-maximal effect; % of control where 0% means no effect; nearly all actives have a fitted effect of over 55% in size
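Parental HEK 293 cells stably expressing a modified CNG channel (no TSHR) report cAMP rise as membrane depolarization. Membrane potential dye with 100 uM RO 20-1724 was loaded for 60 min at room temperature, then compound added for 30 min; fluorescence read at 590 nm.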
CRE-bla Fsk: modulators of forskolin-stimulated CRE signaling in CHO cells | Potency, µM (highest dose often 38.2 µM), for inactives: top-dose activity change, negative = inhibition, most hits filed as activators | 71,000 compounds, 2.5% hits | CHO CRE-bla reporter (cAMP response element driving beta-lactamase), forskolin EC10, beta-lactamase ratio; active = well fitted activation curve with a large enough effect in the signal ratio, with a control signal flat, not every such curve was filed as active; inconclusive = small, poorly fitted or top-dose-only effect, or effect the other way, or a change in a side signal; the % refers to the signal ratio; also: potency is read from the fitted curve at half-maximal effect; % of control where 0% means no effect
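Using CellSensor CRE-bla CHO cells in Opti-MEM with 0.5% dialyzed FBS, compounds were titrated with EC10 NKH 477 for 3 h at 37 °C. CCF4 ratio (460/530 nm) gave %Activity; AC50 derived.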
BRCT PPI green: blocks human BRCA1 BRCT binding to phosphopeptide, green readout; P38398; BRCA1 BRCT-phosphopeptide binding, green fluorescence polarization; Potency, µM (top dose mostly 76.9 µM), without a hit: top-dose activity change, negative = inhibition, hits mostly inhibitors; 75,000 compounds, 0.05% hits;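 also: potency is read from the fitted curve at half-maximal effect; plate controls were peptide without protein for full effect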
Target sequence (P38398 whole entry, looked up): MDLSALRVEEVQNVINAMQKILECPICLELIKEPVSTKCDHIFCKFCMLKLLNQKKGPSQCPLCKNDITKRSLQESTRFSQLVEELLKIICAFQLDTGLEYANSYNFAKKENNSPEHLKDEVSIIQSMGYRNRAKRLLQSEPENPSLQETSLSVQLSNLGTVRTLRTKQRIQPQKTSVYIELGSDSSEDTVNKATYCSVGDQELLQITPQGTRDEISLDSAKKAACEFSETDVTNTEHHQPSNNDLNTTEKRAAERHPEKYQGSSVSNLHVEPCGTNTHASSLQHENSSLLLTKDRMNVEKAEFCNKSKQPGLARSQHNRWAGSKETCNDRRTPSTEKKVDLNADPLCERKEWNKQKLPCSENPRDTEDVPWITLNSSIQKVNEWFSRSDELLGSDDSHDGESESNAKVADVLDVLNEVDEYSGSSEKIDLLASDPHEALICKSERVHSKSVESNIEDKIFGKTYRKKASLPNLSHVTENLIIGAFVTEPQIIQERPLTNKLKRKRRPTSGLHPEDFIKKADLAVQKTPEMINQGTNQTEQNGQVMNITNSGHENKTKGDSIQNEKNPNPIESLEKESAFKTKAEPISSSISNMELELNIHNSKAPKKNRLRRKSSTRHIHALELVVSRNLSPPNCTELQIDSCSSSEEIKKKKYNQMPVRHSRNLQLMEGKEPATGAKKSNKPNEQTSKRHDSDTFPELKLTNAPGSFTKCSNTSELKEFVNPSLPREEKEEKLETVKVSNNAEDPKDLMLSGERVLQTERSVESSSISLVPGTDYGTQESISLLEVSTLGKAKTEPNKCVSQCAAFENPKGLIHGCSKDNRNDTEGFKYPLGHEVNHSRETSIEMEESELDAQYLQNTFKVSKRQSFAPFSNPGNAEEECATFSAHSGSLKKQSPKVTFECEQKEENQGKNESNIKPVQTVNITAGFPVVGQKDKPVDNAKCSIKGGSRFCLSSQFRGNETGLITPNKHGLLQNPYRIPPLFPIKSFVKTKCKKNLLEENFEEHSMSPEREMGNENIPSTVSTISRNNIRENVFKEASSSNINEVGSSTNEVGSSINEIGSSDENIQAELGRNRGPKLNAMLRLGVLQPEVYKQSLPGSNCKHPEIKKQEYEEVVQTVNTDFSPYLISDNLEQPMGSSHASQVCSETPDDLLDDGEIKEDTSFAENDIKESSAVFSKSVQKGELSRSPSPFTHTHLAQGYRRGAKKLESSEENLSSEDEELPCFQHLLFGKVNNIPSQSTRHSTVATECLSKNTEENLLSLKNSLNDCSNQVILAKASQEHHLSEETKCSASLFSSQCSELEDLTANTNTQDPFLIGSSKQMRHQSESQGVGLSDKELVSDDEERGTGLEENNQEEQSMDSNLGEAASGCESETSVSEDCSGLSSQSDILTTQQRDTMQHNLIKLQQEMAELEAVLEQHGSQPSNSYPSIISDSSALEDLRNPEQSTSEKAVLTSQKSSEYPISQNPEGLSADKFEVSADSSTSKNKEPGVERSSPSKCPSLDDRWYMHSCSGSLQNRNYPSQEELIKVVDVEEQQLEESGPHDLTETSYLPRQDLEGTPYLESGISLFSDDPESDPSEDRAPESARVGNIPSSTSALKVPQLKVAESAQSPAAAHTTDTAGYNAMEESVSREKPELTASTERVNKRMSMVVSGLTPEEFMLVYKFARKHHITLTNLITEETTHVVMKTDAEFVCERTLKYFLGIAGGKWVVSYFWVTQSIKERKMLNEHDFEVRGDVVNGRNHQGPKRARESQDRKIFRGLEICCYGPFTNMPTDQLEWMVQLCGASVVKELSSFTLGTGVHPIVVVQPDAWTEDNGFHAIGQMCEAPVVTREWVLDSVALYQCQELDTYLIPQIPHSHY
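Compounds were incubated for 12 min at room temperature with a complex of 100 nM fluorescein-tagged pBACH1 decapeptide and 250 nM His-tagged BRCT protein. Buffer was phosphate pH 7.3 with EDTA, DTT and Tween 20. Disruption of binding lowers the polarization signal.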
BRCT PPI red: BRCT-phosphoprotein interaction inhibition (red fluorophore). P38398. BRCT-phosphopeptide binding, red fluorescence polarization. Potency, µM (series often up to 76.9 µM), for the others: at the top dose activity change, negative = inhibition, hits mostly inhibitors. 75,000 compounds, 0.03% hits. AID 892; also: % is scaled to controls: 0 for no effect and ±100 for the full control effect
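Rhodamine-labelled pBACH1 10-mer (100 nM) bound to BRCT domain (100 nM) at pH 7.3; compounds incubated 12 min room temperature, polarization read. Free peptide defines full inhibition; unlabelled decapeptide titrated as control.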
Tau fil binding: tau filament binding | P10636 | recombinant tau filaments, thioflavin S fluorescence, 15 h; filaments grown with octadecylsulfate alongside compound | Potency, µM (highest dose often 57.1 µM), without a hit: top-dose activity change, negative = inhibition | 71,000 compounds, 2% hits;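 also: potency is read from the fitted curve at half-maximal effect; % is scaled to controls: 0 for no effect and ±100 for the full control effect; actives lower thioflavin S fluorescence by blocking filaments or displacing dye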
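Read-out: ThS fluorescence, 450 nm excitation/510 nm emission; lower signal marks blocked filament formation or displaced dye. Tau at 1 uM with 30 uM ODS, 10 uM ThS, 5 mM DTT, 100 mM NaCl, 10 mM HEPES pH 7.4; 15 h, 37 C.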
Luciferase inh: blocks Photinus pyralis firefly luciferase activity; 72,000 compounds, 2.2% hits; Potency, µM (top dose mostly 57.1 µM), without a hit: top-dose activity change, negative = inhibition, most hits filed as inhibitors; purified firefly luciferase, luminescence, 8 min; P08659; AID 411; also: potency is read from the fitted curve at half-maximal effect; % is scaled to controls: 0 for no effect and ±100 for the full control effect; nearly all actives have a fitted effect of over 40% in size
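qHTS concentration-response profiling: light output of P. pyralis luciferase with luciferin and 10 uM ATP, imidazole buffer pH 7.2. Read by luminescence after 8-min room-temperature incubation.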
Caspase-1 inhib: blocks human caspase-1 allosterically or competitively | Caspase-1 enzyme, Ac-WEHD-AFC fluorogenic rate | 75,000 compounds, 0.03% hits | Potency, µM (series often up to 57.5 µM), for the others: at the highest dose activity change, negative = inhibition, usual class: inhibitors | P29466;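 also: potency is read from the fitted curve at half-maximal effect; plate controls were vehicle for no effect and no substrate for full effect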
USP2a inh: USP2a (human) protease inhibition. O75604. USP2a enzymatic assay, qHTS inhibition. Potency, µM (highest dose often 38.3 µM), for the others: top-dose activity change, negative = inhibition, hits mostly inhibitors. 60,000 compounds, 0.1% hits. AID 927;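 also: potency is read from the fitted curve at half-maximal effect; nearly all actives have a fitted effect of over 60% in size; plate controls were DMSO for no effect and NEM full inhibition control for full effect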
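Coupled readout: USP2-cleaved Ub-PLA2 (20nM final) turns over NBD C6-HPC (20uM final), Ex 460nm/Em 535nm after 2.5 h, time-zero read flagging artifacts. Enzyme (20nM final, pH 8.0 Tris) given 30 min RT with compound first; NEM defines full inhibition.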
ERK AVP inh: inhibitors of vasopressin-stimulated ERK signaling pathway. Potency, µM (doses to about 57.5 µM), for inactives: top-dose activity, negative = inhibition, actives largely listed as inhibitors. HEK293-V1b, vasopressin-stimulated pERK AlphaScreen. 72,000 compounds, 0.99% hits; also: potency is read from the fitted curve at half-maximal effect; % is scaled to controls: 0 for no effect and ±100 for the full control effect; nearly all actives have a fitted effect of over 55% in size
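Overnight-seeded V1b-HEK293 cells in 1% FBS got compound, then vasopressin (25 nM final, 5 min, 37C), then lysis buffer. AlphaScreen detection of phospho-ERK; activity normalized to basal and full-stimulation controls.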
* marks the source's active call; other numbers are inactive results; i = inactive; ? = inconclusive; . = not tested or not shown; [ ] = dose if it differs, or a comment. Unless noted, calls follow the shape of the dose curve; as a rule, active = well fitted curve in the direction sought with a large enough effect; inconclusive = small, poorly fitted or top-dose-only effect, or another doubt; inactive = no such curve, though single readings can be large; an effect the other way counts as inactive or inconclusive. No enrichment for hits, and some 16% of all compounds hit somewhere here.

SMILES | Caspase-7 inhib | A350 autofl | HEK293 cAMP cs | CRE-bla Fsk | BRCT PPI green | BRCT PPI red | Tau fil binding | Luciferase inh | Caspase-1 inhib | USP2a inh | ERK AVP inh
CCn1cc(C(=O)NCc2ccccc2OC)c(=O)c2cc(S(=O)(=O)N(C)C)ccc21 | -6% | . | 5% | ? | 6.5% | -1.2% | 28% | 0% | -2% | . | -10%
CCOC(=O)c1ccc(Oc2cc(C)nc(SC)n2)cc1 | -1% | . | 3.2µM* | ? | 0.2% | 0.4% | 11%[11.4 µM] | 2% | -2% | -1%[7.66 µM] | 9%
CCOC(=O)C1CCN(C(=O)Nc2ccc3c(c2)nc(C)n3C)CC1 | 0% | i | 1% | 1% | -5.7% | -0.8% | 2% | -1% | 0% | -1% | -4%
C=CCN1CCN(C(c2ccc(Cl)cc2)c2nnnn2CCc2ccc(OC)c(OC)c2)CC1 (stereo unspecified) | -1% | i | 21% | -13% | 0.9% | 1.3% | -9% | 0% | -2% | 23% | -12%
COc1cc(NC(=O)C(C)Oc2ccccc2)c(C(=O)O)cc1OC (stereo unspecified) | 0% | i | 15% | ? | -1.7% | 0.1% | 4% | -1% | 0% | 1% | -14%
O=C(Cn1cnc2ccccc2c1=O)NCC(=O)N1CCN(Cc2ccc3c(c2)OCO3)CC1 | -1% | i | 10%[2.29 µM] | ? | -3.9% | -1.2% | 5% | -3% | 2% | 6% | 4%
O=S(=O)(NCc1ccccn1)c1cccc2nsnc12 | 1% | i | 5% | -2% | 1.5% | -0.2% | -5% | 1% | 3% | 7% | 1%
Cc1nc(NCCO)c2nc(-c3ccccc3)n(CCCN(C)C)c2n1 | 0% | . | 7% | 0% | -2.4% | 0.3% | 3% | . | -1% | . | 14%
Cc1nnc(SCCn2c(N3CCC(Cc4ccccc4)CC3)nc3c2c(=O)[nH]c(=O)n3C)s1 | 1% | i | 11% | ? | 0.2% | -3.3% | 17% | 2% | 1% | 20% | 9%
CSCCC(NC(=O)C1CCC(C)CC1)C(=O)NCc1ccco1 (stereo unspecified) | -2% | i | 20% | -11% | -1.5% | -0.5% | 2% | 2% | -4% | -16% | -1%
FC(F)(F)c1ccc(CN2C[C@@H]3C(c4ccc(Cl)nc4)C4(c5ccccc5)CC3(C4)[C@H]2c2ccccc2)cc1 (stereo partly specified) | -2% | . | . | . | -0.5% | 0.6% | . | . | 1% | . | 3%
COc1ccc(-n2c(=O)c(C)nc3cnc(OC)nc32)cc1 | -10% | ? | 10% | -13% | -1.2% | 0.4% | -7% | 2%[11.4 µM] | -8% | 145%[activator] | -10%
O=C(CCSc1nc(-c2ccco2)cc(C(F)(F)F)n1)N1CCN(c2ccccn2)CC1 | -1% | i | ? | 21% | 1.5% | -0.2% | -11% | -2% | -1% | 17% | ?
Cc1nc2cnc(N3CCNCC3)nc2n(Cc2cccs2)c1=O | -6% | ? | 15% | 10µM* | 3.2% | -0.8% | -6% | 1%[11.4 µM] | -2% | 13% | -18%
CC(C)c1ccc2c(c1)CC[C@@H]1[C@@](C)(CN)CCC[C@]21C | 1% | . | . | . | 0.4% | 0.3% | . | . | 2% | . | -6%
CCOc1ncccc1C(=O)Oc1ccc2c(c1)OCO2 | 0% | i | ? | ? | -2.9% | 1.1% | -2% | 1% | 0% | -5% | -6%
COCCCNc1ccnc2c(Cl)cccc12 | -1% | ? | 14% | ? | 1.7% | -0.1% | -3% | ? | 1% | 4% | 11%
CNc1ncncc1-c1ccc(C(=O)N(C)C)cc1 | 0% | i | -3% | -11% | -4.7% | -1.0% | 6% | -3%[2.29 µM] | -3% | -13% | 22%
CC(=O)N1CC=C2C(C#N)=C(N)C(C#N)(C#N)C(CCc3ccccc3)C2C1 (stereo unspecified) | -9% | 6.2e-08M* | 3% | -8% | -2.0% | 0.4% | 42% | 1% | -13% | 2% | -11%
CC(C)=CCc1c(O)cc2occ(-c3ccc4c(c3)OCO4)c(=O)c2c1O | -3% | . | . | . | -2.2%[3.08 µM] | -0.6% | . | . | -3% | 8% | ?
Cc1cc(=O)oc2cc(OCC(=O)NCCc3nc4ccccc4[nH]3)ccc12 | -14% | . | -18% | . | 0.9% | -0.2% | . | . | -6% | . | .
CCOC(=O)CSc1nnc(CNC(=O)c2ccc(OC)c(OC)c2)n1C | -1% | i | 5% | ? | -2.8% | -2.0% | 2% | 3% | 0% | -12% | -3%
Cc1cc(-c2ccccc2N)n[nH]1 | -1% | ? | -1% | 2% | -1.8% | -1.0% | 3% | -7% | 2% | 6% | -11%
O=c1cc(CSc2ccccn2)[nH]c(=O)[nH]1 | 0% | i | -5% | 0% | 0.0% | -0.1% | 0% | 1% | 2% | -2% | -8%
O=c1cc(CSc2nnc(-c3ccccc3)o2)c2ccccc2[nH]1 | 0% | . | 4% | 6% | 0.8% | -0.1% | 72% | 0% | 2% | . | .
C=CCNc1ncnc2c1cnn2-c1ccc(C)cc1C | 2% | . | -7% | -3% | -1.8% | 0.0% | -1% | -6% | -1% | . | .
CCOC(=O)C1CCN(C(=O)COC(=O)COc2ccccc2OC)CC1 | 0% | i | 0% | -11% | -1.3% | -0.7% | -1% | 0% | -1% | -5% | 11%
COC(=O)[C@H](C)NC(=O)C/C=C\[C@@H](C)[C@H]1C=C[C@H](O)[C@@H](CO)O1 | 2%[11.5 µM] | . | 5%[11.4 µM] | . | -0.2%[15.4 µM] | 0.5%[15.4 µM] | . | 0%[11.4 µM] | 2%[11.5 µM] | . | -1%[11.5 µM]
N#Cc1cccc(CSc2nnc(CCCO)n2-c2ccccc2)c1 | 1% | . | -1% | 0% | -1.1% | -0.4% | 9% | -5% | -3% | 6% | -14%
Cc1ccc2nc(C3CCCN(C(=O)NCc4ccccc4)C3)[nH]c2c1 (stereo unspecified) | 2% | ? | 19% | -8% | 0.9% | 1.3% | -1% | -16% | 0% | 8% | ?
O=C(Nc1ccc2c(c1)nc1n2CCSC1)c1ccccc1 | -21% | i | -12% | 10% | 0.8% | 1.3% | -28% | 10µM* | -10% | 43%[activator] | ?
c1ccc2c(c1)nc1sccn12 | -1% | i | 4% | -7% | 2.2% | -0.5% | 5% | -1% | -2% | -1% | 1%
O=C1CC(c2ccccc2)n2nc(NC(=O)C3CCCO3)nc2N1 (stereo unspecified) | 2% | i | 2% | -1% | -2.5% | 2.0% | 9% | 1% | 1% | 7% | -4%
CSC1=C(C#N)C(c2ccccc2Cl)C2=C(CCCC2=O)N1 (stereo unspecified) | -8% | 3.3e-08M* | -2% | -4% | 1.3% | -2.0% | 10% | -4% | -13% | 5% | 7%
C=C(C)c1cccc(C(C)(C)NC(=O)N2CCCC(C(N)=O)C2)c1 (stereo unspecified) | -1% | i | 1% | -4% | -0.8% | 0.7% | 17% | 1% | 1% | -2% | -6%
CC(=O)c1cccc(NC(=O)Nc2cc3sccc3n2C)c1 | -28% | . | 1% | -6% | -1.9% | -3.9% | 3.2µM* | -8% | -12% | . | ?
C[N+](C)(C)CCOC(=O)CCC(=O)OCC[N+](C)(C)C | 0% | i | 4% | -10% | -3.6% | -2.9% | 6% | -1% | 0% | 0% | -12%
CCOC(=O)c1c(-c2ccco2)csc1N | -2% | i | 13% | 28% | 1.2% | -1.7% | 13% | 2% | 0% | 20% | 14%
CCOc1ccc2nc(N3CCC(C(=O)N4CCN(c5ccccn5)CC4)CC3)sc2c1 | -12% | . | 11% | 1% | -2.7% | 1.4% | 91% | 6.3µM* | -1% | . | 20µM*
Cc1ccc(OCCn2c(NC(=O)c3ccco3)nc3ccccc32)cc1 | -2% | ? | 16µM* | 18% | -1.9% | -0.9% | 103% | -5% | -2% | 53%[activator] | 15%
CCOc1cc(C)c(Cl)cc1S(=O)(=O)N(C)C | 1% | i | ? | -1% | -0.4% | -1.2% | . | 2% | 2% | 11% | -5%
O=C(C1CC(c2ccc(F)cc2)=NO1)N1CCN(c2ccccc2)CC1 (stereo unspecified) | 1% | . | 0% | -2% | -1.4% | 0.8% | 3% | 3% | 0% | . | 0%
Cc1ccc(-n2nnc3c(SCC(=O)NCc4ccco4)ncnc32)cc1 | -3% | . | -14% | . | -0.1% | -0.7% | . | . | -5% | . | .

Screening data deposited in PubChem BioAssay by National Center for Advancing Translational Sciences (NCATS).
